# Assay outcomes as filed in PubChem BioAssay.
# Apoferritin bind – candidate novel general anesthetic via apoferritin binding; P02791; apoferritin/1-aminoanthracene competitive binding, fluorescence; Potency, µM (series often up to 77.5 µM), for inactives: at the top dose activity change, negative = displacement, most hits filed as inhibitors; 350,000 compounds, 0.074% hits; AID 485281; further: potency means the concentration at half of the fitted maximal effect; on the % scale 0 is the no-effect control and ±100 the full control effect; nearly all actives have a fitted effect of over 20% in size
#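 Horse-spleen apoferritin (10 uM) was mixed with 50% saturated 1-aminoanthracene in PBS, exposed to compounds for 10 min at room temperature, and read for fluorescence (ex 380 nm, em 535 nm). Competitive displacement was fitted with a four-parameter Hill equation.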
# ERG Ets-DNA blk – ERG Ets/DNA interaction inhibition; P11308; fluorescence polarization, His-ERG Ets domain / labelled DNA; Potency, µM (titrated, usually from 76.9 µM), for inactives: at the highest dose FP activity, negative = inhibition, usual class: inhibitors; 370,000 compounds, 0.028% hits; AID 624246; active means well fitted inhibition curve with a large enough effect in the polarisation, with a control signal flat; inconclusive means small, poorly fitted or top-dose-only effect, or effect the other way, or a change in a side signal; inactive means no such curve, though single readings can be large or run the other way; the % refers to the polarisation;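 further: polarization taken with two DNA probes labelled with fluorescein and Texas red; potency means the concentration at half of the fitted maximal effect; % of control where 0% means no effect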
#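 His-tagged ERG Ets domain (1 uM in the protein solution; 300mM KCl, 50mM Tris-HCl, 1mM EDTA, 1mM DTT, pH 7.5) received compound, then a probe mix of 5 nM fluorescein-DNA and 100nM Texas-615-DNA. Fluorescence polarization was read for both dyes.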
# TRHR ag – TRH receptor (human) agonism | P34981 | TRHR cells, calcium flux fluo-8, FDSS agonist mode | activation, % at 2 µM | 360,000 compounds, 0.18% hits | AID 493084; in the data active means activation above about 30%; further: 0% is about no effect
#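 Read-out: compound-evoked intracellular calcium rise in TRHR cells, fluo-8 dye, kinetic FDSS fluorescence at 1 s/cycle following a 10-cycle baseline. Cells cultured overnight before dye loading (30 min–1.5 h, RT).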
# ALOX12 inh – ALOX12 (human) lipoxygenase inhibition | 580,000 compounds, 1.1% hits | AID 1671190 | Potency, µM (titrated, usually from 108 µM), inactives show top-dose activity change, negative = inhibition, most hits filed as inhibitors | purified 12hLO, xylenol orange hydroperoxide absorbance; further: potency means the concentration at half of the fitted maximal effect; on the % scale 0 is the no-effect control and ±100 the full control effect
#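 Hydroperoxide product was detected by ferrous iron/xylenol orange as the 573 to 405 nm absorbance ratio. Arachidonic acid at 40 uM (final) was turned over for 30 min at room temperature by 150 nM human 12hLO, pH 7.0 Hepes buffer, after 15 min compound preincubation.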
# POLK inh – DNA polymerase kappa (human) inhibition | Q9UBT6 | AID 588579 | 400,000 compounds, 0.53% hits | purified Pol kappa, fluorescent DNA synthesis assay, 10 min | Potency, µM (doses to about 107 µM), inactives show top-dose activity, negative = inhibition, most hits filed as inhibitors; further: potency means the concentration at half of the fitted maximal effect; on the % scale 0 is the no-effect control and ±100 the full control effect
#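 10 nM Pol kappa preincubated 15 min at room temperature with compounds, then reaction started with substrate at 50 nM final. Fluorescence read kinetically at 0 and 10 min; buffer-only wells served as negative control.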
# POLB inh – blocks human DNA polymerase beta activity; Potency, µM (highest dose often 114 µM), for inactives: at the highest dose activity change, negative = inhibition, hits mostly inhibitors; Pol beta primer extension/strand displacement, fluorescence kinetic; P06746; 340,000 compounds, 1.3% hits; further: potency means the concentration at half of the fitted maximal effect; on the % scale 0 is the no-effect control and ±100 the full control effect
#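 Curves were derived by four-parameter Hill fits of normalized qHTS data. The kinetic fluorescent primer-extension read was taken at 0 and 10 min after 50 nM substrate, following a 15 min room-temperature preincubation of 10 nM enzyme with compounds.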
# BLM helicase inh – blocks DNA unwinding by human BLM helicase; recombinant BLM DNA unwinding, fluorescence dequenching; Potency, µM (top dose mostly 56.1 µM), for the others: at the top dose activity change, negative = inhibition, most hits filed as inhibitors; 350,000 compounds, 0.2% hits; AID 2528;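 further: potency means the concentration at half of the fitted maximal effect; plate controls were vehicle for no effect and no enzyme for full effect; nearly all actives have a fitted effect of over 35% in size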
# Target sequence (P54132 whole entry, looked up): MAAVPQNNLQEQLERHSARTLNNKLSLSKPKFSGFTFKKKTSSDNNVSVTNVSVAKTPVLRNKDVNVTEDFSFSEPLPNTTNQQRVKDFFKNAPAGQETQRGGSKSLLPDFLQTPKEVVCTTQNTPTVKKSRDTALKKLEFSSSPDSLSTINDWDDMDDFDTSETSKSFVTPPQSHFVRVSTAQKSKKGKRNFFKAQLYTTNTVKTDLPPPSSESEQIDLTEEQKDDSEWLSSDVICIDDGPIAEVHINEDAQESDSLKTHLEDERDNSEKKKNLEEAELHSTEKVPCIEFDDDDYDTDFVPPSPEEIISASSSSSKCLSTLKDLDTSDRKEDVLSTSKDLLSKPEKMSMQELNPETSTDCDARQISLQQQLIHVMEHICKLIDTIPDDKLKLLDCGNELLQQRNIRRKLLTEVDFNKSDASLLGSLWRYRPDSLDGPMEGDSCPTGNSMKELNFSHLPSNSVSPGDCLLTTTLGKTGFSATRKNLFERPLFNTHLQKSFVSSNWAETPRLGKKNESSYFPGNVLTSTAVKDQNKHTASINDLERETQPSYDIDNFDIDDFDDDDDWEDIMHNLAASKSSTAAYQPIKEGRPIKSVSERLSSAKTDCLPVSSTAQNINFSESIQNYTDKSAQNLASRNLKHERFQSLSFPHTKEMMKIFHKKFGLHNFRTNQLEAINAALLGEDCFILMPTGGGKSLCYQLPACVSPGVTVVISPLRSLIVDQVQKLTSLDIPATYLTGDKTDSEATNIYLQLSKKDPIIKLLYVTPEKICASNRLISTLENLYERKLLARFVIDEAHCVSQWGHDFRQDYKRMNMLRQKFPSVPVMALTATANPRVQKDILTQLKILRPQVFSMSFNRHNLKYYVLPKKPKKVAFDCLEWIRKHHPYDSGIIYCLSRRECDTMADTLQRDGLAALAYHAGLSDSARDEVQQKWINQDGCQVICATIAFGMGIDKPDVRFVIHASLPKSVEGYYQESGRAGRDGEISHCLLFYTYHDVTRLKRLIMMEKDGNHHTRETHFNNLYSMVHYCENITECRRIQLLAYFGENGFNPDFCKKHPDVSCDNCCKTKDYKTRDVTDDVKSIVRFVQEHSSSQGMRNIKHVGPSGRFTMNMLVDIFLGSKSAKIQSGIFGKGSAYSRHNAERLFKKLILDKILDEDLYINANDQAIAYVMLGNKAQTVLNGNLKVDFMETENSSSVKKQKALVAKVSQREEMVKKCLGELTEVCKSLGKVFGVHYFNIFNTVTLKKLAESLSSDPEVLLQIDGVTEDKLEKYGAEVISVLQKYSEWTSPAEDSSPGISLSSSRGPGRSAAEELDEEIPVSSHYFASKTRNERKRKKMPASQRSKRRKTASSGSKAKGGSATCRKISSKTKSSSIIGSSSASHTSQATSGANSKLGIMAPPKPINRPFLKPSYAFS
# APEX1 inh – inhibitors of human APE1 endonuclease; P27695; recombinant APE1, TAMRA/BHQ-2 abasic DNA cleavage fluorescence; Potency, µM (highest dose often 65.8 µM), for inactives: at the top dose activity change, negative = inhibition, usual class: inhibitors; 350,000 compounds, 0.35% hits;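 further: potency means the concentration at half of the fitted maximal effect; plate controls were vehicle for no effect and reference inhibitor for full effect; nearly all actives have a fitted effect of over 55% in size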
#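 Step 1: APE1 (0.75 nM) with compound, 15 min RT. Step 2: add 50 nM fluorophore/quencher THF duplex. Step 3: three fluorescence reads 60 s apart (525/598 nm); read 3 minus read 1 = reaction progress.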
# POLI inh – DNA polymerase iota (human) inhibition | Q9UNA4 | Pol iota fluorescent replication assay, 10 min | Potency, µM (series often up to 115 µM), without a hit: at the highest dose activity, negative = inhibition, hits mostly inhibitors | 390,000 compounds, 1% hits; further: potency means the concentration at half of the fitted maximal effect
#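 Fluorescent replication assay read twice, at 0 min and 10 min after adding 50 nM (final) substrate. Enzyme (10 nM) and compounds were first incubated 15 min at room temperature; enzyme-free buffer wells were negative controls.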
# * marks the source's active call; other numbers are inactive results; i = inactive; ? = inconclusive; . = no result given; [ ] = remark or other dose. Unless noted, the call rests on the fitted dose curve; in most records, active means well fitted curve in the direction sought with a large enough effect; inconclusive means small, poorly fitted or top-dose-only effect, or another doubt; inactive means no such curve, though single readings can be large; an effect the other way counts as inactive or inconclusive.
no.	smiles	Apoferritin bind	ERG Ets-DNA blk	TRHR ag	ALOX12 inh	POLK inh
1	Cc1nc(-c2nc(C(=O)NNS(C)(=O)=O)cs2)cs1	6%	2%	0.1	i	0%
2	COc1ccccc1CNC(=O)C(NS(=O)(=O)c1ccc2c(c1)oc(=O)n2C)C(C)C (stereo not given)	0%	10%	0.0	-2%	-5%
3	CC(C)=CC1C(C(=O)NCCc2ccccc2)C1(C)C (stereo not given)	.	1%	.	0%	-5%
4	C=CCNC(=S)NCC=C	2%	7%	0.6	-9%	6%
5	Cc1cc2nc(-c3ccccc3O)[nH]c2cc1C	.	-4%	.	-12%	4%
6	CN(C(=O)CSc1nc2ccc(NC(=O)c3ccco3)cc2s1)c1ccccc1	-3%	0%	-0.5	0%	1%
7	CCN1CCN(Cc2nc3cc(NC(=O)c4cc(OC)c(OC)c(OC)c4)ccc3n2CC)CC1	4%	1%	0.8	-4%	-10%
8	CCOC(=O)c1sc(CS(=O)(=O)c2ccc(Cl)cc2)nc1C	7%	20%	0.2	77%[activator]	-8%
9	COc1ccc(C(=O)NCC(=O)NCC(=O)OCC(=O)C(C)(C)C)cc1	10%	-5%	0.3	-6%	-5%
10	CCOC(=O)c1nnn(CC(=O)N2N=C(c3cccc4ccccc34)CC2c2ccccc2)c1C(=O)OCC (stereo not given)	-5%	3%	1.0	0%	2%
11	CSc1nc2cc3c(cc2n1C(=O)c1ccc(C)cc1)OCCO3	-16%	3%	-0.2	-7%	-2%
12	CCC(C(=O)Nc1cc(OC)cc(OC)c1)n1nc(-c2ccc(C)c(C)c2)ccc1=O (stereo not given)	-19%	-1%	0.4	-9%	-13%
13	C[C@H]1CN([C@@H](C)CO)C(=O)c2cc(NC(=O)Cc3ccccc3)ccc2O[C@H]1CN(C)Cc1ccccc1	.	-11%	.	-15%	1%
14	CCn1c(CSCc2ccc(F)cc2)nnc1SCC(=O)N1CCN(c2ccccc2)CC1	-21%	-8%	1.1	-10%	-1%
15	CC(CN1CCOCC1)OC(=O)COc1ccc(F)cc1 (stereo not given)	-13%	-7%	0.4	?	-13%

no.	POLB inh	BLM helicase inh	APEX1 inh	POLI inh
1	1%	2%	14%	-12%[58.9 µM]
2	-1%	-2%	1%	23%
3	.	.	.	6%[58.9 µM]
4	1%	-5%	1%	37%[activator]
5	.	.	.	25%
6	24%	-2%	.	16%
7	-18%	-12%	.	18%
8	9%	-3%	-2%	2%
9	25%	6%	21%	20%
10	21%	-3%	-5%	-2%
11	-14%	-3%	-3%	10%
12	?	-13%	.	-1%
13	.	.	-5%	12%
14	1%	-6%	3%	-6%
15	43%	-2%	-12%	-16%

# (listing goes on)
no.	smiles	Apoferritin bind	ERG Ets-DNA blk	TRHR ag	ALOX12 inh	POLK inh
16	O=C(O)CCCNS(=O)(=O)Cc1ccccc1	-3%	-4%	0.5	-2%	3%
17	O=C(COC(=O)c1cccc(O)c1)NCc1ccc2c(c1)OCO2	-13%	1%	-0.4	-27%	-1%
18	COc1ccc(N(C(=O)CNC(=O)c2cccs2)C(C(=O)NC2CCCC2)c2cccnc2)cc1 (stereo not given)	-5%	5%	0.0	6%	-8%
19	Cc1ccc(-c2nc3c(c(=O)[nH]c(=O)n3Cc3ccccc3)n2C)s1	2%	.	0.7	.	.
20	CC(C)CC(C(=O)NC(C)(C)C)N(CC1CCCO1)C(=O)c1snc(C(N)=O)c1N (stereo not given)	-2%	-8%	-0.5	-13%	-6%
21	N#C/C(C(=O)NCc1ccccc1)=C1\SC(CCO)C(=O)N1c1ccccc1 (stereo not given)	1%	-5%	0.1	-21%	-8%
22	CC(C)(C)OC(=O)N1CCC(c2c(C(=O)N3CCc4ccccc4C3)cnn2-c2ccc(Cl)cc2)CC1	-15%	3%	0.7	3%	-15%
23	CCc1ccc(/C=C2\SC(N3CCCC3)=NC2=O)cc1	?	-6%	-1.2	-14%	1%
24	COc1ccc(C2(N3CCN(c4cccc(C)c4C)CC3)C(=O)c3ccccc3C2=O)cc1	7%	2%	0.6	-24%	3%
25	O=C(NCc1ccccn1)Nc1cccc([N+](=O)[O-])c1	-9%	8%	0.5	436%[activator]	7%
26	O=C(O)CN1C(=O)/C(=C\c2ccccc2OCc2ccc(Cl)cc2)SC1=S	-2%	3%	-0.9	?	-20%
27	COc1ccc(-c2cc3cc(OC)c(OC)cc3cn2)cc1	.	-8%	.	?	-16%
28	Cc1ccc(S(=O)(=O)N(C)Cc2ccc(-c3nnco3)cc2)cc1	-11%	-15%	-0.7	74%[activator]	-17%
29	COc1ccc(-c2c(C(=O)O)c(-c3ccccc3)cn2C)cc1	.	5%	0.2	0%	-3%
30	Cc1ccc(NC(=S)N=Nc2c(O)n(C)c3ccc(S(=O)(=O)N4CCOCC4)cc23)cc1	3%	-16%	-0.5	-2%	-4%

no.	POLB inh	BLM helicase inh	APEX1 inh	POLI inh
16	-13%	1%	-5%	-14%
17	9%	-2%	6%	-12%
18	23%	2%	4%	106%[activator]
19	?	-9%	-1%	.
20	-2%	-3%	0%	93%[activator]
21	-14%	-7%	15%	10%
22	-15%	-9%	.	-6%
23	2%	8%	-3%	34%[activator]
24	3%	-6%	.	29%
25	1%	-4%	27%	-1%
26	?	-8%	-7%	45%[activator]
27	.	.	-39%	-24%
28	5%	-4%	14%	-9%
29	.	.	10%	7%
30	3%	2%	-3%	11%

# Ordered by value in APEX1 inh (falling): 3 from the list above.
entry	Molecule	APEX1 inh
21	N#C/C(C(=O)NCc1ccccc1)=C1\SC(CCO)C(=O)N1c1ccccc1 (stereo not given)	15%
28	Cc1ccc(S(=O)(=O)N(C)Cc2ccc(-c3nnco3)cc2)cc1	14%
18	COc1ccc(N(C(=O)CNC(=O)c2cccs2)C(C(=O)NC2CCCC2)c2cccnc2)cc1 (stereo not given)	4%

# (list continues)
no.	smiles	Apoferritin bind	ERG Ets-DNA blk	TRHR ag	ALOX12 inh	POLK inh
31	CC(=O)N(CCCN(C)C)Cc1ccccn1	0%	-7%	-0.3	?	-2%
32	O=C(O)CCC(=O)N1CCCC1C(=O)O (stereo not given)	.	.	.	.	-5%[60.1 µM]
33	Cc1cc(C)c(NC(=O)c2ccc3c(c2)CCN3S(C)(=O)=O)c(C)c1	3%	-6%	-0.7	13%	-8%
34	COc1ccc(/C=N/NC(=O)CNC(=O)/C=C/c2ccco2)cc1OC	-17%	-2%	-0.7	12%	-10%
35	Cc1ccc2c(c1)N(C(=O)c1ccc(F)cc1)C(C)(C)CC2(C)c1ccccc1 (stereo not given)	-2%	7%	-0.9	-23%	0%
36	Cn1c(=O)c2c(nc(SCC(=O)NCC3CCCO3)n2Cc2ccc(F)cc2)n(C)c1=O (stereo not given)	-15%	9%	0.3	-15%	-1%
37	Cc1cc(Br)cc(/C=N/NC(=O)c2ccc3c(c2)OCO3)c1O	-8%	-1%	1.0	-9%	-20%
38	CC[C@@]12C(=O)N(c3cccc(C)c3)C(=O)N1[C@H](c1ccc(Br)cc1)[C@@H]1C(=O)N(C(C)(C)C)C(=O)[C@@H]12	-10%	4%	2.6	1%	-11%
39	CCOc1ccc(N(C(=O)c2snc(C(N)=O)c2N)C(C(=O)NCC2CCCO2)c2ccc(C)o2)cc1 (stereo not given)	?	2%	-2.1	?	-2%
40	CCOc1ccccc1NC(=O)c1c(NC(=O)COc2ccccc2)sc2c1CCCC2	1%	12%	-0.3	0%	?
41	CCOc1ccc2nc(NC(=O)c3ccco3)sc2c1	10%	-14%	-1.6	-7%	-14%
42	C=CCc1ccccc1OCC(O)CNC (stereo not given)	-15%	0%	-0.1	0%	-14%
43	CCOC(=O)C1=C(C)NC(=O)NC1c1c(OCC(=O)N2CCCCC2)ccc2ccccc12 (stereo not given)	?	-1%	-0.3	0%	-2%
44	CCOC(=O)N1CCN(C(=O)CCC(=O)N2CCOc3ccc(C)cc32)CC1	-6%	-6%	-0.6	0%	-4%
45	CS(=O)(=O)N(CC(=O)NCc1ccco1)c1cccc([N+](=O)[O-])c1	-10%	8%	0.0	4%	12%

no.	POLB inh	BLM helicase inh	APEX1 inh	POLI inh
31	-1%	1%	4%	26%
32	12%[57.1 µM]	.	-1%	3%[58.9 µM]
33	-17%	-3%	47%	-8%
34	?	-5%	5%	?
35	7%	-10%	.	25%
36	3%	-6%	0%	159%[activator]
37	5%	-8%	2%	?
38	8%	-9%	-24%	4%
39	22%	-5%	57%[activator]	116%[activator]
40	12%	-1%	.	?
41	3%	-4%	-8%	18%
42	2%	-1%	-4%	16%
43	12%	2%	3%	2%
44	0%	9%	-5%	9%
45	2%	-3%	-2%	40%[activator]

# As entered above:
# In ERG Ets-DNA blk, CC(=O)N(CCCN(C)C)Cc1ccccn1 shows -7%
# In Apoferritin bind, COc1ccc(/C=N/NC(=O)CNC(=O)/C=C/c2ccco2)cc1OC shows -17%

# A different layout for part of the listing above.
44	CCOC(=O)N1CCN(C(=O)CCC(=O)N2CCOc3ccc(C)cc32)CC1
37	Cc1cc(Br)cc(/C=N/NC(=O)c2ccc3c(c2)OCO3)c1O

assay / compound | 44 | 37
Apoferritin bind | -6% | -8%
ERG Ets-DNA blk | -6% | -1%
TRHR ag | -0.6 | 1.0
ALOX12 inh | 0% | -9%
POLK inh | -4% | -20%
POLB inh | 0% | 5%
BLM helicase inh | 9% | -8%
APEX1 inh | -5% | 2%
POLI inh | 9% | ?

# This is a subset; rates above refer to the full screens.
